# hcDAF12 agonist – activators of H. contortus DAF-12 nuclear receptor; HEK293 hcDAF-12 lit1-tk-luc reporter, luminescence; 0% DMSO, 100% Δ7-dafachronic acid; activation, % at 6.8 µM; 370,000 compounds, 1.4% hits;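 active = activation above the mean of all tested compounds plus 3 SD, cut at about 5.5% in these data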;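 note: 100% = response to 3 µM Δ7-dafachronic acid high control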
# MBD2 inh – inhibitors of human MBD2 binding to methylated oligonucleotide. AID 686964. TR-FRET. 370,000 compounds, 0.31% hits. inhibition, % at 4.4 µM; in the data active = inhibition above about 13%
# SMARCA2 activ – SMARCA2 function activation, primary screen | activation, % at 9.1 µM | 370,000 compounds, 1% hits | MG213 cells, MMTV-luciferase reporter, dexamethasone, overnight | AID 652017; in the data active = activation above about 7.8%;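 note: 0% = vehicle wells and 100% = reference activator wells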
# ssDAF-12 act – S. stercoralis DAF-12 activation, primary screen; HEK293 ssDAF-12/GRIP1 lit1-tk-luc reporter, luminescence; % of 3 µM dafachronic acid response; AID 652126; 370,000 compounds, 1% hits; activation, % at 6.8 µM;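 active = activation above the mean over all tested compounds plus 3 SD, cut at about 0.9% in these data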;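 note: 0% = DMSO-only wells and 100% = 3 µM delta7-dafachronic acid wells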
# PLCg1 inh – blocks human PLC-gamma1 enzyme activity; 370,000 compounds, 0.84% hits; inhibition, % at 12.2 µM; P19174; purified PLC-gamma1, fluorogenic substrate, fluorescence; AID 720700; in the data active = inhibition above about 9.5%
# hgDAF12 agonist – activates the H. glycines DAF-12 receptor ligand-binding domain | HEK293 GAL4-hgDAF12 UAS-luciferase reporter, agonist luminescence; normalized to butyrate control | AID 687014 | 370,000 compounds, 1.8% hits | activation, % at 6.8 µM;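 active = activation above a cutoff set at the mean of all screened compounds plus 3 SD, cut at about 10% in these data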;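 note: 0% = DMSO wells and 100% = sodium butyrate wells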
# PLCb3 inh – PLC-beta3 (human) inhibition, primary screen | Q01970 | Purified PLC-beta3, fluorogenic substrate, fluorescence | inhibition, % at 12.2 µM | 370,000 compounds, 0.18% hits | AID 720704; in the data active = inhibition above about 11%;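 note: 0% = median of compound wells on plate and 100% = full blocker control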
# NR1D1 modulator – modulators of human Rev-erb alpha DNA binding; P20393; Rev-erbα–FITC-DNA binding, fluorescence polarization, 90 min; activity, % at 10 µM; 370,000 compounds, 0.79% hits; AID 1259318;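 active = activity above about 14%, limit read from the data; passing the limit was not always enough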;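 note: 0% = DMSO wells with 35 nM protein and 100% = DMSO wells with 750 nM protein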
# Target sequence (P20393 whole entry, looked up): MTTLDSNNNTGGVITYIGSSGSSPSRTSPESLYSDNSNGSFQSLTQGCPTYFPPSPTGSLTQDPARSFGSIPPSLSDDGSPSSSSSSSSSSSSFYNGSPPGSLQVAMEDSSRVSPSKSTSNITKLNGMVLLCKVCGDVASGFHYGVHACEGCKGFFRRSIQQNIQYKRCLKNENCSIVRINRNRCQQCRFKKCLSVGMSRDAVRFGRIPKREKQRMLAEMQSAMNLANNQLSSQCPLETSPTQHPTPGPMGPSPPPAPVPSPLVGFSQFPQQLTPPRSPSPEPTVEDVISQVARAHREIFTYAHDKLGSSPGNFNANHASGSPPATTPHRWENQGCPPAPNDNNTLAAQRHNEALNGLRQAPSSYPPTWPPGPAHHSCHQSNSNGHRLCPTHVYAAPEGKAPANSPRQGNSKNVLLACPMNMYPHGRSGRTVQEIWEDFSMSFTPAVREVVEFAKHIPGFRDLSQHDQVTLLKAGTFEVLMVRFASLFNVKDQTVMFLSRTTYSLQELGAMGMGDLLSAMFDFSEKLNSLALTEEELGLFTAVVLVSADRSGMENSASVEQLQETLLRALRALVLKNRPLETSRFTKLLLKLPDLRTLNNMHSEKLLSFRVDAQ
# DAX1 inh-1 – NR0B1 (DAX1) inhibition; HEK293 Gal4-DAX1 luciferase reporter, luminescence; inhibition, % at 6.75 µM; 340,000 compounds, 0.99% hits; AID 504766;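 active = inhibition above the mean over all tested compounds plus 3 SD, cut at about 4.2% in these data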;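 note: 0% = DAX1-transfected cells with DMSO and 100% = empty-vector control cells with DMSO; inhibition shows as a rise in luminescence from relieved DAX1 repression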
# Target sequence (P51843 207-470 limits assumed): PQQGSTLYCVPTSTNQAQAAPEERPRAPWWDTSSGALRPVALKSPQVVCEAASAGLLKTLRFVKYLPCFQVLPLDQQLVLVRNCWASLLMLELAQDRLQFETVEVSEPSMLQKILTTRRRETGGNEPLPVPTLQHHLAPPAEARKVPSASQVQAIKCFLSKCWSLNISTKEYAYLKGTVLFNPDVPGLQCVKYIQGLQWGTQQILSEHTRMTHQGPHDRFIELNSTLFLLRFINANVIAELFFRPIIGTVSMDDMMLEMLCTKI
# ADAM17 inh – inhibits human ADAM17; P78536; recombinant ADAM17, EDANS/DABCYL FRET peptide cleavage; 370,000 compounds, 0.83% hits; inhibition, % at 6.95 µM;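 active = inhibition above the mean of compounds lying between control limits plus 3 SD, set per campaign, cut at about 8.5% in these data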;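 note: 0% = DMSO-only wells as the low control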
# DAX1 inh-2 – blocks DAX1 repression of SF-1 activated StAR promoter; HEK293T StAR-luciferase reporter, SF-1/DAX-1 repression relief; inhibition, % at 6.8 µM; 370,000 compounds, 1.1% hits; AID 652010;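 active = inhibition above the mean over all tested compounds plus 3 SD, cut at about 3.6% in these data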;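 note: 0% = DAX-1 cells with DMSO and 100% = cells lacking DAX-1 with DMSO; higher inhibition means more luminescence from relief of DAX-1 repression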
# * = called active by the depositor; i = inactive; . = no result given. Random draw from the library; 7.4% or so of the library scored in one or more.
SMILES,hcDAF12 agonist,MBD2 inh,SMARCA2 activ,ssDAF-12 act,PLCg1 inh,hgDAF12 agonist,PLCb3 inh,NR1D1 modulator,DAX1 inh-1,ADAM17 inh,DAX1 inh-2
NS(=O)(=O)c1ccc(NC(=O)Cc2c(F)cccc2Cl)cc1,-0.4,-1,0,-1.1,3,2.8,-1,4,0.8,-4,-0.2
CCCCC(=O)Nc1nc(C)c(-c2csc(Nc3cc(OC)ccc3OC)n2)s1,-2.2,-2,0,-1.3,-21,-0.1,-39,-3,-0.2,1,0.1
COc1ccc(CC(=O)Nc2cc(S(=O)(=O)N3CCCCC3)ccc2N2CCN(C)CC2)cc1,0.1,-1,-1,-0.8,1,-1.8,0,7,-0.5,-2,0.9
S=C(NCc1ccccc1)NNc1ccccc1,0.7,-1,3,-1.4,5,0.7,-2,-4,-0.6,1,-1.4
COc1ccc(NC(=O)C(c2ccccn2)N(C(C)=O)c2ccc(C)cc2)cc1 (stereo not drawn),10*,-1,-1,1.6*,-2,3.8,5,-1,-0.5,-1,1.1
CCc1noc(C)c1C(=O)N1CCN(S(=O)(=O)c2cccs2)CC1,0.0,0,0,-1.4,-1,0.2,-4,-1,0.0,-2,-0.4
CC1(C)CC(=O)C=C(c2cccnc2)C1,-0.2,1,0,-1.4,0,2.5,2,1,0.1,-3,-0.4
C#CCOCCOCCOCCNc1nc(N2CCN(C(=O)Cn3cc(CC(C)O)nn3)CC2)nc(N2CCN(C(=O)[C@H](CCCCN)n3cc(CC(C)O)nn3)CC2)n1 (stereo partly drawn),-1.2,4,2,-0.4,1,1.1,3,2,0.9,-2,0.6
Cc1c2cnn(CC(=O)NCc3ccccn3)c(=O)c2c(C)n1Cc1ccc(Cl)cc1,-2.7,-3,5,-0.7,-2,-0.8,-5,5,0.3,-9,-0.3
O=c1[nH][nH]c2c1[C@@H](c1ccc(F)cc1)O[C@H](C1CCCCC1)C2,-2.6,7,0,-0.5,1,-1.2,-1,1,.,-2,-0.6
O=S1(=O)CCN2N=C(C34CC5CC(CC(C5)C3)C4)SC2=N1,-0.2,-1,1,-1.5,5,-1.2,-10,0,1.1,-2,-0.4
O=C(Nc1nccs1)c1cc(S(=O)(=O)N2CCOCC2)c(Cl)cc1Cl,-2.0,-5,-3,-1.4,-3,2.0,-1,4,-0.9,-5,0.0
Nc1nc(-c2ccc(Br)cc2)c(S(=O)(=O)c2ccccc2)s1,-1.1,1,1,-0.8,0,1.9,-2,5,0.0,3,0.3
CCCCn1nnnc1C(c1cc2ccccc2o1)N(CCN(C)C)Cc1ccccc1 (stereo not drawn),2.7,0,0,-0.2,-3,1.8,-4,-4,.,-3,0.3
COC(=O)/C=c1/s/c(=C(\C#N)C(=O)NCc2ccco2)n(-c2ccc(C)cc2)c1=O,-0.6,1,3,-1.1,-3,2.8,-6,4,0.9,-3,0.4
O=C(NCC1CCCO1)c1cc(-c2ccccc2F)no1 (stereo not drawn),5.6*,-2,2,0.0,4,20*,-5,3,2.1,-1,1.4
CC(=O)NCc1c(Cl)cccc1-n1cccc1,-0.8,-2,0,-2.1,2,0.1,1,-1,-0.8,1,0.5
COc1ccc(CNC(=O)c2noc(C(C)C)c2[N+](=O)[O-])cc1,-0.5,2,-3,-0.5,0,-0.6,3,-2,-0.2,-4,-0.3
O=C(Nc1ccc(F)cc1)Nc1cc(S(=O)(=O)N2CCOCC2)ccc1N1CCCC1,-1.2,3,0,-0.9,-3,-3.1,-8,-6,0.4,-5,-0.3
O=C(OCc1ccccc1)N1CCC2CC1c1c(-c3ccc(C(F)(F)F)cc3)cccc12 (stereo not drawn),-1.1,1,5,-1.1,-3,-1.7,2,0,-0.4,-4,2.6
COc1ccc(C(c2nnnn2C(C)(C)C)N2CCN(C(=O)c3ccco3)CC2)cc1 (stereo not drawn),-0.7,-1,-1,-1.7,0,-0.9,-9,3,-0.1,-6,-0.3
COc1cc(CNCCN2CCOCC2)ccc1OCc1ccc(Cl)cc1Cl,0.6,-3,-1,-1.3,3,-0.3,3,5,0.1,-1,-0.1
C#CCNC(=O)C[C@@H]1C[C@@]2(C(=O)OCC)CCCC=C2N(CCC2=CCCCC2)C1=O,-1.6,-3,-2,-1.4,1,4.8,2,-5,.,-1,-0.4
COc1ccc(C(=O)COC(=O)C(CCCCN2C(=O)C3C4C=CC(C4)C3C2=O)N2C(=O)C3C4C=CC(C4)C3C2=O)cc1 (stereo not drawn),-1.4,-4,-2,-1.6,-2,-1.5,-3,6,-1.2,9.3*,-0.7
COc1cc(-c2cc(C(=O)Nc3nc4ccccc4s3)c3ccccc3n2)cc(OC)c1OC,3.7,-7,-2,-0.4,-15,0.8,-15,-2,-0.9,-1,-1.1
CN1OCC(S(=O)(=O)c2ccccc2)C1c1ccccc1 (stereo not drawn),-2.4,-6,1,-0.9,0,-0.3,2,5,0.7,-1,0.4
Cc1ccccc1-c1nnn(CC(=O)N2CCN(C(=O)c3ccco3)CC2)n1,0.1,-4,1,-1.1,1,1.4,4,3,0.2,-2,-1.0
C(=Nc1ccccc1)c1ccc[nH]1,1.6,-2,1,-0.6,-4,4.9,-2,0,1.4,-6,0.3
Cc1c(C(=O)NCc2ccccc2F)oc2ccccc12,-1.3,-3,-2,-0.9,5,9.1,-4,1,0.6,-4,-0.3
COc1ccc(NC(=O)CCNS(=O)(=O)c2ccc3[nH]c(=O)oc3c2)cc1Cl,-0.6,-2,1,-0.9,1,0.2,-2,-8,1.8,2,0.0
Cc1cccn2c(=O)c(/C=C(\C#N)C(=O)NCc3ccco3)c(N3CCCC(C)C3)nc12 (stereo not drawn),-1.5,-3,-1,-0.9,-5,-2.2,-112,-29,0.5,-8,-0.8
CCCCn1c(N)c(N(CC(C)C)C(=O)C2CC(=O)N(Cc3ccco3)C2)c(=O)[nH]c1=O (stereo not drawn),-0.1,5,-3,-1.2,3,-1.4,-4,0,-0.1,-5,-0.1
CN1C(=O)C[C@@](C#N)(C(=O)NCCc2ccccc2)[C@H]1c1ccccc1,2.2,1,0,-1.2,0,4.6,3,3,.,-2,0.9
Cc1cc(C)c(C)c(S(=O)(=O)NCC(=O)N2CCCC2)c1C,-2.7,3,-3,0.9*,-1,0.8,5,-6,0.7,-2,0.0
Cc1sc(NC(=O)c2ccccc2)c(C(=O)c2ccccc2)c1C,-2.7,0,2,-1.8,2,-2.4,7,0,-0.8,1,-0.8
CCN(CC)S(=O)(=O)c1cc(NC(=O)CN2C(=O)NC3(CCCc4ccccc43)C2=O)ccc1C (stereo not drawn),-0.8,-1,-6,-1.8,2,-1.6,2,-2,-1.2,1,-1.1
O=C(CN1C(=O)S/C(=C\c2ccccc2F)C1=O)NC1CCS(=O)(=O)C1 (stereo not drawn),0.3,-5,0,-0.6,2,-1.8,-6,-2,0.6,3,-0.1
CSc1ccccc1C(=O)NCCS(=O)(=O)N1CCN(c2ccc(F)cc2)CC1,-0.8,-5,-1,-1.3,4,-0.2,2,-3,-0.5,-4,0.1
CCc1noc(C)c1C(=O)Nc1ccc(S(=O)(=O)N2CCCC(C)C2)cc1 (stereo not drawn),-1.8,0,-2,-1.0,1,0.6,-3,3,-0.7,3,-1.2
CC12CCC(=O)N1C(C(=O)OCc1c(Cl)cccc1Cl)CS2 (stereo not drawn),-0.9,3,1,-1.3,3,-3.0,-14,-4,0.5,-2,0.2
CN(Cc1ccccc1)C(=O)c1nc2ccccn2c1CNCCn1cccn1,0.5,0,0,0.1,-5,2.6,-1,0,-0.5,-1,0.4
CC(=O)c1ccc2c(c1)C1C=CCC1C(c1ccncc1)N2 (stereo not drawn),2.5,-2,3,-0.6,-50,3.3,-62,1,2.0,-5,0.2
CC(C)c1[nH]nc2c1C(c1cccc(C(F)(F)F)c1)NC2=O (stereo not drawn),-1.4,8,-3,-1.6,0,1.8,-3,-4,.,-4,-0.6
Cc1cc(C=O)c(O)cc1O,0.7,-1,0,-0.6,-5,0.1,-7,-1,1.3,1,0.1
Cc1ccc(C(=O)Nc2ccc(C(=O)/C=C/c3cccs3)cc2)cc1,1.9,-1,3,-0.4,4,7.4,3,-4,2.7,4,1.6
CCCCCCCN(c1ccccc1)C1C[C@H]2CCCC(=O)N3CC[C@@H](C1)[C@@H]23 (stereo partly drawn),1.4,5,0,-0.5,2,0.1,0,-2,.,-1,0.4
CCOC(=O)N1CCC(NC(=O)CC2C(=O)NCCN2Cc2ccccc2)CC1 (stereo not drawn),-1.1,1,-3,-0.8,-1,2.1,-15,-2,0.6,-7,-0.7
CCOC(=O)Cn1cc(/C=N/N2C(=O)C3C4C=CC(C4)C3C2=O)c2ccccc21 (stereo not drawn),-1.1,6,1,-1.7,0,1.0,3,-4,-0.1,-1,0.2
O=C(CNC(=O)c1cccs1)OCc1ccc(Br)cc1,-0.5,2,-1,-1.2,-2,-0.2,-6,-9,1.5,1,-0.4
Nc1ccc2c(c1)C(=O)N(CCCC(=O)O)C2=O,1.0,3,0,-0.5,-120,-0.9,-159,4,0.8,0,0.4
CCOc1cc(C)c(C(C)C)cc1S(=O)(=O)N1CCOCC1,-1.3,-1,2,-0.6,3,0.9,1,-4,2.1,-2,-0.8
O=C(NCc1ccccc1)C(c1ccc(F)cc1)N(C(=O)c1csnn1)c1ccccc1 (stereo not drawn),2.1,-4,-1,-0.9,-3,0.4,-8,0,1.4,-4,-0.5
Cc1c(C(=O)NC(C)C)c(-c2ccccc2)nn1-c1ccccc1,-1.0,2,-1,-1.7,-3,0.7,-1,1,-0.1,-1,0.1
CN(C)CCNC(=O)c1ccc2c(c1)N(Cc1ccc(F)cc1)CCS2,1.0,-1,0,-0.2,i,7.6,i,-3,2.6,-412,0.7
COc1ccc(NC(=S)NNC(=O)c2nnn(-c3ccccc3)c2C)cc1,1.2,-6,0,-0.6,4,2.9,2,-4,3.2,5,-0.1
CN1CCN(CCCNC(=O)C2CCN(c3nnc(-n4cccc4)s3)CC2)CC1,-1.4,-4,1,-0.7,0,-2.0,0,2,1.5,-2,0.0
Cc1ccccc1C(=O)Nc1ccnn1C1CCN(Cc2cnn(C(C)C)c2)CC1,4.7,-4,-1,-0.7,-2,1.3,-6,-2,-0.6,-5,0.1
CC1=C(C#N)C(=O)NC(=O)/C1=C/c1ccc(-c2ccc(S(N)(=O)=O)cc2)o1,0.8,21*,-2,-1.2,-15,-1.4,-21,3,0.1,-23,-0.1

# Some of these compounds in order of their number in DAX1 inh-1, low to high.
Molecule	DAX1 inh-1
Cc1c(C(=O)NC(C)C)c(-c2ccccc2)nn1-c1ccccc1	-0.1
O=C(NCc1ccccc1)C(c1ccc(F)cc1)N(C(=O)c1csnn1)c1ccccc1 (stereo not drawn)	1.4
CN(C)CCNC(=O)c1ccc2c(c1)N(Cc1ccc(F)cc1)CCS2	2.6

# Source: PubChem BioAssay (several laboratories)
